Source: PubChem BioAssay
KCNH2 3.1 inh – KCNH2 3.1 (human) potassium channel inhibition; activity change, % (tested at about 1.8 µM); 340,000 tested, 0.95% active; U2OS KCNH2 3.1, thallium flux FluxOr; stronger effect = lower value;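 active = maximum activity change below -70%; inconclusive = maximum activity change from -70% to -50%; inactive = maximum activity change above -50%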;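 note: thallium influx rate constant from kinetic fluorescence after stimulation buffer; % is set by controls: 0 for no effect and ±100 for the full control effect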
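FluxOr-based Tl+ influx in U2OS cells transduced with KCNH2 3.1 virus; rate constants normalized to DMSO controls.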
VP16 counter – inhibits Gal4-VP16 luciferase reporter, ROR gamma counter-screen; Drosophila S2 Gal4-VP16 UAS-luciferase, luminescence, 20 h; AID 2546; 310,000 tested, 3.5% active; Potency, µM (top dose mostly 53.6 µM), for inactives: at the highest dose activity, negative = inhibition, usual class: inhibitors;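 note: Gal4-VP16 expression switched on by copper sulfate through the metallothionein promoter; potency is the fitted concentration of half-maximal effect; % is set by controls: 0 for no effect and ±100 for the full control effect; nearly all actives have a fitted effect of over 50% in size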
FLuc modulator – inhibits or activates purified firefly luciferase, miR-21 counter-screen. purified FLuc, Km substrates, luminescence inhibition. Potency, µM (series often up to 57.5 µM), for the others: at the highest dose activity change, negative = inhibition, most hits filed as inhibitors. 360,000 tested, 6.9% active. AID 588342;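 note: potency is the fitted concentration of half-maximal effect; plate controls were vehicle for no effect and reference inhibitor for full effect; nearly all actives have a fitted effect of over 55% in size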
Target sequence (P08659 whole entry, looked up): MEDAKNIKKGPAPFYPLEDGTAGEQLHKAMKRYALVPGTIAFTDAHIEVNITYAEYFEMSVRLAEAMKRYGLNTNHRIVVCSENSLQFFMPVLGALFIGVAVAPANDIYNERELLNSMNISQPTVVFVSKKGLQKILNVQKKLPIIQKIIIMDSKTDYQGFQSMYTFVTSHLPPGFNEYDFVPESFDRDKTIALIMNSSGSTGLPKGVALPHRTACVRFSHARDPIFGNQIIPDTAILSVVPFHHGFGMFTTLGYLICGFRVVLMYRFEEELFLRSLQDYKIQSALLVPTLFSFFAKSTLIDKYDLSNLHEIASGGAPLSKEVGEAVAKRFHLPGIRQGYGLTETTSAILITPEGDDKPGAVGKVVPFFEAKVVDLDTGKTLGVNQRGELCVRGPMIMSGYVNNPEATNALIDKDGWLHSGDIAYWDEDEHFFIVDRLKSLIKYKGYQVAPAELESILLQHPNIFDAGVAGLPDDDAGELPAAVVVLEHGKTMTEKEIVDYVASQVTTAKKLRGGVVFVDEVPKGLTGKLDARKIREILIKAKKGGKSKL
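Purified P. pyralis luciferase, 10 nM final, with Km-level 10 uM D-luciferin and 10 uM ATP in 50 mM Tris acetate pH 7.5, 10 mM Mg acetate, 0.01% Tween-20, 0.05% BSA; 6-point qHTS titration about 60 µM downward; luminescence read.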
MBNL1 CUG block – inhibitors of human MBNL1 binding to CUG repeat RNA; TR-FRET MBNL1-His/biotin-(CUG)12 binding, 665/545 ratio; AID 2675; Potency, µM (highest dose often 57.5 µM), without a hit: at the highest dose activity change, negative = inhibition, most hits filed as inhibitors; 280,000 tested, 0.036% active; Q9NR56; active = well fitted inhibition curve with a large enough effect in the signal ratio, with a control signal flat, not every such curve was filed as active; inconclusive = small, poorly fitted or top-dose-only effect, or effect the other way, or a change in a side signal; inactive = no such curve, though single readings can be large or run the other way; the % refers to the signal ratio; note: potency is the fitted concentration of half-maximal effect; % is set by controls: 0 for no effect and ±100 for the full control effect
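Compounds (final 92 nM to 58 uM) are added to His-tagged MBNL1 and biotin-(CUG)12, then terbium anti-His antibody and streptavidin-XL665 (5 nM final). After 60 min at room temperature, the 665/545 nm ratio is read.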
NPC1 promoter act – NPC1 promoter activation; Huh7 NPC1 promoter luciferase reporter, 24 h; Potency, µM (top dose mostly 9.22 µM), for the others: top-dose activation, actives largely listed as activators; 320,000 tested, 2.4% active; AID 485313;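 note: potency is the fitted concentration of half-maximal effect; % of control where 0% means no effect; nearly all actives have a fitted effect of over 60% in size; reporter is driven by a mutant NPC1 promoter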
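Huh7 cells stably carrying NPC1 promoter–luciferase, plated in Opti-MEM with 10% FBS for 2 h, were exposed to compound in DMSO for 24 h at 37 °C; luciferase reagent was added for 10 min and luminescence read.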
PKM2 act – increases activity of human pyruvate kinase M2. 260,000 tested, 0.34% active. purified PKM2, Kinase-Glo ATP luminescence, activation; response scale: 0% is enzyme alone, no compound. AID 1631. Potency, µM (doses to about 57.5 µM), inactives show top-dose activation, hits mostly activators; note: potency is the fitted concentration of half-maximal effect; % is set by controls: 0 for no effect and ±100 for the full control effect; nearly all actives have a fitted effect of over 55% in size
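Kinase-Glo luminescence reports ATP generated from ADP (0.1 mM) and PEP (0.5 mM) by purified hPK-M2 after 1 h at room temperature, pH 7.2 imidazole buffer; intermediate enzyme activity allows detecting inhibitors and activators.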
Rab9 prom act – activates the Rab9 promoter | Potency, µM (titrated, usually from 9.22 µM), for the others: at the top dose activation, negative = inhibition, actives largely listed as activators | Huh7 Rab9 promoter-luciferase reporter, luminescence, 24 h | 320,000 tested, 2.8% active | AID 485297; note: potency is the fitted concentration of half-maximal effect; % of control where 0% means no effect; nearly all actives have a fitted effect of over 60% in size
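Luminescence from Amplite-detected luciferase (10 minutes, ambient) reports Rab9 promoter activation. Before that, stable Rab9-luciferase Huh7 cells (1500/well, reduced-serum OP-MEM I plus 10% FBS) were exposed to compound for 24 hours at 37C.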
Mito fusion yeast – mitochondrial division inhibition or fusion activation; Potency, µM (highest dose often 46.1 µM), without a hit: at the highest dose growth rescue (activation), hits mostly activators; AID 485298; S. cerevisiae fusion-defective mutant growth rescue, CellTiterGlo 48 h; 320,000 tested, 0.23% active;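 note: potency is the fitted concentration of half-maximal effect; % of control where 0% means no effect; nearly all actives have a fitted effect of over 45% in size; temperature-sensitive fusion mutants such as fzo1-1 at 37 °C on non-fermentable ethanol glycerol medium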
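S. cerevisiae fusion-defective temperature-sensitive mutants (e.g. fzo1-1, mgm1-5) grown 48 h at 37C in YPEG (ethanol/glycerol non-fermentable) medium with 23 nl compound per well; growth rescue read as CellTiterGlo luminescence.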
RORgamma inh – inhibitors of mouse ROR gamma transcriptional activity; AID 2551; 310,000 tested, 5.4% active; Drosophila S2 Gal4-RORgamma UAS-luciferase reporter, 20 h; Potency, µM (highest dose often 53.6 µM), for inactives: top-dose activity change, negative = inhibition, hits mostly inhibitors; P51450; note: potency is the fitted concentration of half-maximal effect; % is set by controls: 0 for no effect and ±100 for the full control effect; nearly all actives have a fitted effect of over 60% in size
Target sequence (P51450 whole entry, looked up, the tested form may be a part): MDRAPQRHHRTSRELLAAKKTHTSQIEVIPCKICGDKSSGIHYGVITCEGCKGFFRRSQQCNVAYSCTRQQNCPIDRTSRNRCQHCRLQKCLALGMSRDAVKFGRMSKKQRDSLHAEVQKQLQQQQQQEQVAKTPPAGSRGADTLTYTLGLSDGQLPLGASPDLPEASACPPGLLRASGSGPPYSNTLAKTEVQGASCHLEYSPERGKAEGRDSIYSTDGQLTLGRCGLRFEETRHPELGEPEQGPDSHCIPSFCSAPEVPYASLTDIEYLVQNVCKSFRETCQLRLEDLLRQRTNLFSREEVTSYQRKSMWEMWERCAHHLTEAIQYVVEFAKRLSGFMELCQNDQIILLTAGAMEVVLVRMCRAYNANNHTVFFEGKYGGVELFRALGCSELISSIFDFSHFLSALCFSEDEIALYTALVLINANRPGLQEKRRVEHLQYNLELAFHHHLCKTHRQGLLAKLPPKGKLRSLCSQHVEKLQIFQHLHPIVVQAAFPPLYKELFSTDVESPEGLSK
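In this cell-based reporter format, copper sulfate (700 uM final) drives Gal4–ROR gamma fusion expression from a metallothionein promoter in Drosophila Schneider cells; compounds preincubated 1 hr, reporter read after 20 hr at ambient temperature.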
ELG1 repair inh – inhibitors of ELG1-dependent DNA repair in HEK293T cells. 330,000 tested, 2.3% active. AID 504467. HEK293T ELG1-luciferase reporter, luminescence, 16 h; DNA damage induced by 5-fluorouridine. Potency, µM (titrated, usually from 46.1 µM), inactives show at the highest dose activity change, negative = inhibition, usual class: inhibitors; note: potency is the fitted concentration of half-maximal effect; % is set by controls: 0 for no effect and ±100 for the full control effect; nearly all actives have a fitted effect of over 55% in size
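In this reporter screen, reduction of luminescence relative to DMSO vehicle indicated activity. Compounds and 5-fluorouridine were added together to 2,000 cells per well, incubated for 16 hr at 37 °C, then developed with ONE-Glo.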
Menin-MLL TR inh – displaces Texas Red mutant MLL peptide from human menin; AID 1768; Potency, µM (top dose mostly 61.6 µM), for the others: at the highest dose FP activity change, negative = inhibition, actives largely listed as inhibitors; 270,000 tested, 0.23% active; Menin + Texas Red MLL mutant peptide, fluorescence polarization; active = well fitted inhibition curve with a large enough effect in the polarisation, with a control signal flat, not every such curve was filed as active; inconclusive = small, poorly fitted or top-dose-only effect, or effect the other way, or a change in a side signal; inactive = no such curve, though single readings can be large or run the other way; the % refers to the polarisation; note: potency is the fitted concentration of half-maximal effect; % of control where 0% means no effect; many of its hits are not listed in these tables
The depositor's hits bear a star; u = inconclusive; x = not tested or not shown; [ ] = dose if it differs, or a comment. Unless noted, calls come from the whole dose curve; as a rule, active = well fitted curve in the direction sought with a large enough effect; inconclusive = small, poorly fitted or top-dose-only effect, or another doubt; inactive = no such curve, though single readings can be large; an effect the other way counts as inactive or inconclusive. Some of the compounds tested; the hit share may differ from the screen's.

Molecule	KCNH2 3.1 inh	VP16 counter	FLuc modulator	MBNL1 CUG block	NPC1 promoter act	PKM2 act	Rab9 prom act	Mito fusion yeast	RORgamma inh	ELG1 repair inh	Menin-MLL TR inh
O=C(NCCN1C(=O)S/C(=C\c2ccccc2)C1=O)C1CCN(S(=O)(=O)c2cccs2)CC1	-17	-3%	u	u	1%	-1%	1%	0%	u	-11%	6%
CCOC(=O)C1CCN(C(=S)Nc2cc(OC)c(OC)cc2C(=O)OC)CC1	-12	0%	13%	-5%	-2%	1%	1%	-2%	-12%	u	-3%
Cc1cc(-n2nc(C)cc2C)n2nc(C)c(-c3ccccc3)c2n1	-5	8%	6%	-4%	-3%	0%	-2%	3%	-13%	-16%	-3%
COc1cccc(CN2CCNC(=O)C2CC(=O)NCc2cc(C(C)C)no2)c1 (stereo not given)	-5	-16%	1%	17%	0%	-9%	-8%	1%	-2%	-3%	-1%
COCCNC(=S)NNC(=O)c1cc(-c2cccnc2)nc2ccccc12	-2	u	8.5µM*	u	-2%	-14%	0%	-3%	13µM*	13%	1%
CN(c1ccccc1)S(=O)(=O)c1nnc(NC(=O)c2ccco2)s1	-13	16%	-21%	0%	1%	x	1%	7%	u	1%	x
O=C(OCC(=O)N(Cc1ccccc1)Cc1ccccc1)c1ccccc1O	0	x	-4%	x	-3%	x	1%	28%	x	4%	x
CSc1ccc(/C=C/c2ccc3cccc(O)c3n2)cc1	9	u	2.4µM*	7%	3.2µM*	-48%	1.3µM*	6%	4.5µM*	u	u
Nc1n[nH]c2c1C1(CCCC1)Cc1ccccc1-2	10	-11%	2%	13%	-2%	-3%	-3%	3%	u	u	7%
COc1ccc(OCCC(=O)NC2=NCCS2)cc1	-10	-21%	-9%	-5%	0%	-3%	-1%	5%	u	0%	-27%
CN1CCN(c2nc(N3CCN(CCO)CC3)nc3ccccc23)CC1	-8	-11%	1%	-10%	1%	-3%	-1%	0%	7%	-2%	5%
COc1ccc(-n2c(Cn3c(=O)sc4ccccc43)nnc2SCC(=O)N2CCOCC2)cc1	-6	-1%	1%	-1%	0%	9%	-10%	1%	-13%	-3%	3%
CCCc1noc2c1/C(=N\O)CCC2	7	-1%	0%	-12%	-2%	0%	-8%	0%	u	8%	4%
CC1CCN(c2c([N+](=O)[O-])c(=O)n(-c3ccccc3)c3ccccc23)CC1	6	-4%	-1%	1%	1%	-9%	-2%	3%	0%	3%	9%
Cc1ccc(S(=O)(=O)N2CCC(C(=O)NNC(=O)C3CC3)CC2)cc1Cl	7	-14%	2%	-2%	-2%	-28%	-1%	-2%	16%	-6%	-1%
Oc1ccc(/C=N/Nc2ccc(C(F)(F)F)cn2)cc1	-14	u	17µM*	6%	u	-6%	3.5µM*	0%	4.5µM*	u	u
Cn1c(CCC(=O)OCC(=O)NCC(F)(F)F)nc(=O)c2ccccc21	2	7%	-2%	-2%	1%	0%	-2%	6%	1%	1%	4%
CC(NS(=O)(=O)c1ccc(OCC(=O)NCc2ccccn2)cc1)c1ccccc1 (stereo not given)	10	-4%	0%	2%	-1%	2%	3%	-6%	-13%	-1%	-18%
Cc1cccc(-n2cc(C(=O)O)c(=O)cc2C)c1	x	2%	-1%	x	23%	0%	0%	2%	22%	-13%	0%
O=C(CCC(=O)OCC(=O)c1ccc([N+](=O)[O-])cc1)NC1CCCCC1	18	-24%	-16%	x	0%	-13%	-3%	0%	-1%	-1%	6%

(more compounds)
Molecule	KCNH2 3.1 inh	VP16 counter	FLuc modulator	MBNL1 CUG block	NPC1 promoter act	PKM2 act	Rab9 prom act	Mito fusion yeast	RORgamma inh	ELG1 repair inh	Menin-MLL TR inh
O=C(NC1CCCC1)C1CC(=O)N(c2ccc(F)c(Cl)c2)C1 (stereo not given)	21	-1%	0%	1%	-2%	x	1%	8%	-8%	-1%	x
CN(C)c1ccc(C(C(=O)NC2CCCC2)N(Cc2cccnc2)C(=O)c2snc(C(N)=O)c2N)cc1 (stereo not given)	-7	0%	0%	u	3%	-1%	-1%	5%	-2%	-3%	-5%
N#C/C(=C/c1ccc(F)cc1)c1nc(CCN2C(=O)c3ccccc3C2=O)cs1	-6	12%[0.365 µM]	7%	5%	1%	6%	-4%	0%	5%	0%	2%
COc1cccc(NC(=O)Nc2ccc(C(C)(C)C)cc2)c1	10	-19%	3µM*	-6%	u	6%	u	-1%	u	u	27%
Cc1ccc(-c2nnc(C)c(N3CC(C)OC(C)C3)n2)cc1 (stereo not given)	-6	-12%	2%	6%	1%	-3%	-5%	-2%	-1%	0%	-27%
CC(Oc1ccccc1)C(=O)N=C1SC2CS(=O)(=O)CC2N1Cc1ccccc1 (stereo not given)	7	0%	-3%	-7%	-6%	2%[0.46 µM]	0%	-3%	37%	10%	-8%
CCC(C)n1c(SCC(=O)Nc2cc(C)on2)nc2ccccc2c1=O (stereo not given)	4	-8%	-1%	6%	-16%	-5%	-2%	0%	-25%	u	0%
CC1CC(C)(C)NC(=S)N1CCCC(=O)Nc1ccc(Cl)cc1 (stereo not given)	3	u	-2%	-11%	-3%	x	1%	17%	4µM*	u	-9%
Clc1ccc(-c2csc(N3CCN(c4ccccc4)CC3)n2)cc1	1	5%	2%	-7%	x	4%	x	-1%	-4%	x	-15%
COc1cccc(-c2ccc(NC(=O)C3CCCN(Cc4cnc(N(C)C)s4)C3)cc2)c1 (stereo not given)	-39	1%	u	-9%	1%	x	6%	-6%	3%	-21%	x
O=C(NCC1COCCO1)c1ccc2nc(Cc3cccc(Cl)c3)oc2c1 (stereo not given)	10	0%	u	0%	10%	-1%	20%	0%	40%	7%	x
COc1ccccc1/C=C/C(=O)OCC(=O)Nc1ccc2c(c1)OCCO2	6	x	x	x	0%	x	-5%	2%	x	1%	x
COC(=O)c1sccc1S(=O)(=O)Nc1ccc(N2CCCCC2)cc1	-19	-3%	-5%	7%	0%	1%	-2%	6%	u	u	x
O=C(CSc1nnc(COc2ccc(Br)cc2)o1)N1CCOCC1	8	-5%	0%	-4%	-3%	-3%	2%	2%	18%	u	-12%
COc1ccc(NC(=S)N(CCN(C)C)C(C)c2ccncc2)cc1Cl (stereo not given)	33	-9%	1%	-12%	-4%	1%	1%	1%	-27%	u	x
COc1ccccc1CN1CCCC(N2CCN(c3ccccc3OC)CC2)C1 (stereo not given)	17	2%	0%	-1%	0%	0%	-6%	0%	-16%	-4%	-4%
CCOC(=O)c1ccccc1NC(=O)c1ccccc1SC	-1	7%	-4%	-6%	-1%	1%	-4%	6%	13%	-11%	-7%
COc1ccccc1NC(=O)N(c1c(N)n(Cc2ccccc2)c(=O)[nH]c1=O)C1CCCC1	-10	-1%	0%	1%	-2%	-4%	-3%	-2%	-10%	-2%	-1%
Cn1c(=O)c2cc(S(=O)(=O)N3CCN(c4cccc(C(F)(F)F)c4)CC3)ccc2n(C)c1=O	-21	-15%	1%	-3%	-3%	6%	-1%	-5%	-5%	-24%	2%
CCOC(=O)c1ccc2c(c1)N(CC#N)C(=O)C(C)(C)O2	-7	13%	-16%	-27%	0%	19%	-3%	12%	16%	22%	-12%

Next entries:
Molecule	KCNH2 3.1 inh	VP16 counter	FLuc modulator	MBNL1 CUG block	NPC1 promoter act	PKM2 act	Rab9 prom act	Mito fusion yeast	RORgamma inh	ELG1 repair inh	Menin-MLL TR inh
COc1ncnc(OC)c1NC(=O)c1ccc(F)cc1	8	2%	1%	-1%	3%	-8%	13%	0%	-3%	-13%	-7%
O=C(/C=C/c1ccc(OCc2c(F)cccc2Cl)cc1)N1CCOCC1	0	-1%	u	u	1%	3%	6%	-1%	19%	u	16%
C=CCN1C(=O)C(Cc2ccc(OCC)cc2)S/C1=N\N=C\c1cccs1 (stereo not given)	0	6%	-4%	-1%	-1%	8%	3%	-2%	-11%	-22%	-1%
CC1Nc2ncnc(N3CCOCC3)c2N(Cc2ccccc2)C1=O (stereo not given)	11	x	-1%	x	0%	x	0%	-7%	x	14%	x
